Compound activity (PubChem BioAssay)
Shiga toxin inh: blocks Shiga toxin action in Vero cells; Vero cells, Shiga toxin protein synthesis inhibition reporter; inhibition, % at 38.7 µM; actives 9.2% (n = 290,000); AID 2315; in the data active means inhibition mostly above about 28%, no sharp cut-off; inactive means mostly below about 43%; further: 0% is about no effect
Cycloheximide cs: counter-screen hit for Shiga toxin inhibitors, cycloheximide | actives 12% (n = 300,000) | cell reporter, cycloheximide protein synthesis inhibition counterscreen | max response, %; in the data active means max response mostly above about 13%, no sharp cut-off; inactive means mostly below about 14%; further: read at 38.3 µM for the half of the compounds with a filed dose; 0% is about no effect
Tb PYK inh: blocks Trypanosoma brucei pyruvate kinase; AID 624173; actives 0.12% (n = 410,000); Potency, µM (series often up to 76.8 µM), for the others: at the highest dose activity, negative = inhibition, most hits filed as inhibitors; TbPYK enzyme, Kinase-Glo Plus ATP luminescence, 45 min; further: potency means the concentration at half of the fitted maximal effect; on the % scale 0 is the no-effect control and ±100 the full control effect; nearly all actives have a fitted effect of over 50% in size
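Assay buffer: 50 mM TEA pH 7.2, 100 mM KCl, 10 mM MgCl2, 0.05% BSA, 0.01% Tween-20. Pyruvate kinase from T. brucei plus substrate met compound, then ADP (130 uM final). Luminescence was read post 45 min RT.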
Pf growth 96h: P. falciparum growth inhibition at 96 hour, primary screen for plastid delayed-death inhibitors; Potency, µM (top dose mostly 28.7 µM), inactives show at the top dose activity change, negative = inhibition, hits mostly inhibitors; P. falciparum luciferase reporter growth, 96 h; actives 6.9% (n = 320,000); further: potency means the concentration at half of the fitted maximal effect; on the % scale 0 is the no-effect control and ±100 the full control effect
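Readout is luminescence from an integrated firefly luciferase in P. falciparum. Red cells, 2% hematocrit and 0.05% parasitemia final, were cultured with compound through two parasite generations (96 hours) at 37 C, 5% CO2.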
LmPK inhibitor: LmPK (Leishmania mexicana) enzyme inhibition; Q27686; purified LmPK, Kinase-Glo ATP luminescence, 1 h; Potency, µM (series often up to 57.5 µM), without a hit: at the top dose activity change, negative = inhibition, usual class: inhibitors; actives 0.37% (n = 290,000); further: potency means the concentration at half of the fitted maximal effect; on the % scale 0 is the no-effect control and ±100 the full control effect
Target sequence (Q27686 whole entry, looked up): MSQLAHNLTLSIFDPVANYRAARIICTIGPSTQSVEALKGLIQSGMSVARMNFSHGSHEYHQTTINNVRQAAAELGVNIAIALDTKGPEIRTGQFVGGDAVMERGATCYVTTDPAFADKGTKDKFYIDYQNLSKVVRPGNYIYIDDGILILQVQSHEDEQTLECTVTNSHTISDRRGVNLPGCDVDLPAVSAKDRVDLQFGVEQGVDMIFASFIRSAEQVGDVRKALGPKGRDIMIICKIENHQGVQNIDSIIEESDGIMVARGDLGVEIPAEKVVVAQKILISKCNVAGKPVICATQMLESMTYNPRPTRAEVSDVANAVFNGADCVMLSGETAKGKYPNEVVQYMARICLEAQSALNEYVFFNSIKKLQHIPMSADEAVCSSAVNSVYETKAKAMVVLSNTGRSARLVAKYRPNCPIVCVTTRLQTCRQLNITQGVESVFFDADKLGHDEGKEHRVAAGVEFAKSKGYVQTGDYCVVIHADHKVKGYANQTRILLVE
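In 50 mM imidazole pH 7.2 with 7 mM MgCl2, LmPK (0.1 nM) turned over PEP (0.5 mM) and ADP (0.1 mM) for 1 h at room temperature. Luciferase read-out of ATP.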
AMA1-RON2 inh: AMA1-RON2 (P. falciparum) interaction inhibition. actives 0.2% (n = 360,000). AID 720542. Potency, µM (titrated, usually from 58.2 µM), for inactives: at the highest dose activity change, negative = inhibition, hits mostly inhibitors. AlphaScreen AMA1-biotinylated RON2 peptide binding;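 further: potency means the concentration at half of the fitted maximal effect; 0% = vehicle wells and -100% = peptide control; nearly all actives have a fitted effect of over 45% in size; some results filed as inactive show a strong effect at the top dose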
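AMA1 (3D7) with his tag at 25 nM final met compounds first, then biotinylated RON2 peptide at 25 nM; detection used donor plus acceptor beads, 10 µg/mL apiece, read by AlphaScreen after 30 min at room temperature.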
Pf growth 48h: inhibits P. falciparum growth in the first generation, 48 h; P. falciparum luciferase growth in erythrocytes, 48 h; Potency, µM (doses to about 28.7 µM), for inactives: top-dose activity change, negative = inhibition, usual class: inhibitors; actives 5.9% (n = 310,000); AID 504832; further: potency means the concentration at half of the fitted maximal effect; on the % scale 0 is the no-effect control and ±100 the full control effect
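A one-generation exposure of luciferase-tagged malaria parasites in RPMI 1640/Albumax erythrocyte culture, 37 C and 5% CO2. Inhibition is inferred from decreased luminescence after adding detection reagent.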
The depositor's hits bear a star; ? = inconclusive; · = no result given; [ ] = dose if it differs, or a comment. Unless noted, the call rests on the fitted dose curve; in most records, active means well fitted curve in the direction sought with a large enough effect; inconclusive means small, poorly fitted or top-dose-only effect, or another doubt; inactive means no such curve, though single readings can be large; an effect the other way counts as inactive or inconclusive.

SMILES | Shiga toxin inh | Cycloheximide cs | Tb PYK inh | Pf growth 96h | LmPK inhibitor | AMA1-RON2 inh | Pf growth 48h
COc1ccc(/C=N/n2c(C)nnc2C)c(OC)c1OC | 68* | 6 | 2% | 36% | -2% | 5% | 1%
O=C(CN1C(=O)C2C3C=CC(C4CC34)C2C1=O)Nc1cccc2ncccc12 (centres undefined) | 62 | 7 | -13% | -1% | 1% | -4% | 13%
CCOc1ccc2ccccc2c1C1NC(=O)N(C)C(C)=C1C(=O)OCCOC (centres undefined) | 4 | -6 | -1% | -2% | 0% | 0% | 4%
C/C(=N/NC(=O)CNC(=O)c1cccnc1)c1cccc([N+](=O)[O-])c1 | 10 | 14 | 2% | ? | -9% | 10% | 34%
COc1ccc(C2CC(c3ccc(OC)cc3)n3nc(NS(C)(=O)=O)nc3N2)cc1 (centres undefined) | -3 | -2 | 15% | 0% | 0% | 0% | 4%
CC(=O)Nc1cc(NC(C)=O)cc(C(=O)NCC2(N3CCOCC3)CCCCC2)c1 | · | · | 0% | ? | · | 9% | 0%
CCc1ccc(OCC(=O)NNC(=O)Cc2cccs2)cc1 | -11 | -2 | -7% | 4% | 4% | 73%[activator] | 22%
OCC[C@@H]1C[C@H](O)[C@@H](O)[C@@]2(OCc3ccccc32)O1 | -7 | -4 | -2% | 48%[activator] | -6% | -3% | 14%
CCN(CC(=O)Nc1c(F)cccc1F)C(=O)c1ccc(COc2ccccc2)cc1 | · | · | -7% | 4% | · | 7% | 45%[activator]
O=C(O)c1cccc(NC(=O)c2cn(-c3ccccc3)nc2-c2cc3ccccc3o2)c1 | -5 | -2 | -8% | 11% | 2% | -12% | 17%
Clc1ccc(CO/N=C/c2c(-c3ccccc3)nc3n2CCS3)c(Cl)c1 | -13 | -3 | 0% | ? | 2% | ? | -4%
CCO/N=C(/c1nonc1N)N1CCN(c2ccc([N+](=O)[O-])cc2)CC1 | -18 | -4 | -7% | -28% | 10% | -10% | ·
Cc1cccc(NC(=O)CCC2CCN(Cc3nccs3)CC2)c1 | 27 | 9 | -4% | 9.3µM* | -10% | 10% | -25%
COC(=O)Cc1ccc(NC(=S)NCc2ccccc2Cl)cc1 | 32 | 9 | -19% | 59%[activator] | -1% | 3% | 25%
Cn1c(=O)c2c(ncn2Cc2ccc(Cl)c(Cl)c2)n(C)c1=O | -5 | 1 | 1% | 8% | -1% | -5% | -18%
O=C(CSc1n[nH]c(=O)[nH]c1=O)N/N=C/c1ccccc1O | 11 | -1 | -9% | 5% | 12% | 5% | 10%
CC(=NC1CC1)c1c(-c2ccccc2)[nH]n(-c2nc3ccccc3s2)c1=O | 36 | 23 | 7% | 7% | 1% | 5% | ·
NS(=O)(=O)c1ccc(CCNCc2ccccc2OCc2ccc(F)cc2)cc1 | -10 | -4 | 0% | ? | -2% | -10% | 0%[0.00184 µM]
Cn1c(Cc2ccc3c(c2)OCO3)nnc1SCC(=O)N1CCc2ccccc2C1 | -7 | 0 | -17% | 5% | 7% | 9% | -15%
N#Cc1c(NC(=O)Cn2c(=O)oc3ccccc32)oc(-c2ccccc2)c1-c1ccccc1 | -7 | 1 | -3% | · | 2% | -4% | 19%
CCOc1ccc(CN2CCN(c3ncnc4scc(-c5ccccc5)c34)CC2)cc1 | -20 | -4 | -12% | 1% | -3% | -7% | -15%
O=C(O)CCNc1ccc(Cl)cc1 | -6 | -2 | 1% | ? | 5% | -11% | -4%
CCCn1c(SCC(=O)c2cc(OC)ccc2OC)nc2c1c(=O)n(C)c(=O)n2C | -8 | -8 | 4% | 11% | 1% | -5% | 9%
Cc1ccc(-c2nnc(SCc3nc4ccccc4[nH]3)n2Cc2ccco2)cc1 | -10 | 5 | -31% | ? | -2% | 10% | ?
COc1cc(S(=O)(=O)NCC(c2ccco2)N2CCCCC2)ccc1NC(C)=O (centres undefined) | · | · | -3% | -21% | · | -10% | ?
O=C(NCCSCc1ccco1)c1ccc(CN2CCOCC2)cc1 | 66 | 9.4* | 0% | 58%[activator] | -2% | -4% | ·
[O-][n+]1c2ccccc2[n+]([O-])c2cc(O)ccc21 | 4 | -4 | -22% | 26% | ? | ? | ·
Cc1cc(C2C(C#N)=C(N)OC3=C2C(=O)CCC3)c(C)s1 (centres undefined) | -5 | -2 | 2% | ? | 8% | -7% | ·
O=C(NCc1ccc(F)cc1)c1ccc(CS(=O)(=O)Cc2ccccc2F)o1 | -10 | -2 | 2% | ? | 2% | 1% | -21%
O=C(NC(Cc1ccccc1)C(=O)OCC(=O)N1CCc2ccccc21)c1ccco1 (centres undefined) | -7 | 1 | 6% | -2% | -1% | 0% | 4%
COc1ccc(-c2nnn(CC(=O)c3ccc4c(c3)OCCO4)n2)cc1OC | 36 | 16* | 1% | 29% | 4% | -11% | 16%
CCCC(C)NC(=O)C1c2ccccc2Oc2ccccc21 (centres undefined) | 10 | 5 | 0% | ? | -1% | 8% | 8%
COc1ccc(-c2cc(=O)oc3cc(OCC(=O)c4cccc([N+](=O)[O-])c4)ccc23)cc1 | -2 | -4 | · | 44%[activator] | -2% | · | 21%
O=C(N/N=C/c1cn(-c2ccccc2)nc1-c1cc2ccccc2o1)c1ccccc1Br | 100* | 66* | -14% | -45% | -1% | -15% | -52%
O=C(NNC(=S)Nc1ccccc1)c1cccnc1 | 28* | 20* | 0% | 48%[activator] | -1% | 125%[activator] | 92%[activator]
Cc1sc2nc(CSCC(=O)Nc3c(Cl)cccc3Cl)[nH]c(=O)c2c1C | -8 | 14 | 0% | -32% | 4% | -5% | ?
O=C(Nc1ccc(S(=O)(=O)NC2=NCCCCC2)cc1)c1ccc(C(F)(F)F)cc1 | -6 | 1 | 2% | ? | 5% | 5% | 66%[activator]
O=C(O)c1ccc2c3c(cccc13)C(=O)N(OS(=O)(=O)c1ccccc1)C2=O | -22 | 5 | 0% | 33%[activator] | -24% | -8% | 37%[activator]
Cc1c(Cl)cccc1NC(=O)CSc1nnc(CCNC(=O)OC(C)(C)C)o1 | -8 | -5 | 4% | 10µM* | 7% | -11% | -4%
CN(C)C1(c2nnnn2-c2ccc(Cl)cc2)CCCCC1 | -5 | -4 | 2% | ? | 0% | 12% | ·

Following part:
Structure	Shiga toxin inh	Cycloheximide cs	Tb PYK inh	Pf growth 96h	LmPK inhibitor	AMA1-RON2 inh	Pf growth 48h
Cc1ccc(-n2nc3c(N4CCC(C(=O)NCc5ccccc5C)CC4)nnc(C)c3c2C)cc1	4	8	15%	?	-4%	0%	?
O=C(CCCOc1ccccc1)N1CCN(c2ccccc2)CC1	35	22	-2%	?	-3%	-17%	·
CC(=O)NCC(=O)OCC(=O)c1ccccc1	20	11	-1%	·	0%	-4%	17%
CCN(CC(=O)NCc1ccc(F)cc1)c1ccc(S(C)(=O)=O)cc1[N+](=O)[O-]	17	-8	0%	11%	-3%	-12%	1%
O=C(CSc1cccs1)Nc1ccc2ccccc2c1	125*	46*	-8%	96%[activator]	4%	5%	36%[activator]
CCCCn1c(=O)c(C(=O)NCc2ccco2)c(O)c2ccccc21	-9	17	0%	44%[activator]	8%	7%	?
Cc1nc(NNC(=O)c2ccccc2)cc(-c2ccccc2)n1	-10	-3	-10%	·	4%	-8%	23%
O=C(CSc1nnc(Cc2ccccc2)n1Cc1ccccc1)NCc1ccco1	23*	12	2%	10%	6%	-5%	?
O=C(Nc1cccnc1)c1ccc(COCC(F)(F)F)cc1	38*	12*	2%	·	3%	9%	36%[activator]
N#CC1(NC(=O)COC(=O)CSc2ccc(F)cc2)CCCCC1	·	·	2%	18%	·	-10%	2%
C/C(=N\Nc1nc(C)cc(-c2ccccc2)n1)c1ccccc1	16	17*	-11%	328%[activator]	-2%	39%[activator]	?
COc1ccc(S(=O)(=O)Nc2ccc(O)c3ccccc23)cc1	19	3	-19%	·	15%	-28%	?
Cc1cc(C)c(C)c(OCC(=O)N2CCN(c3ccccn3)CC2)c1	-6	-3	8%	?	-7%	0%	?
Cc1ccc(C)c(S(=O)(=O)NCc2ccc(C(=O)N3CCN(C)CC3)cc2)c1	-19	5	-1%	?	-9%	-6%	10%
CCCN1C2CCCC1CC(NC(=O)c1cccc(Cl)c1)C2 (centres undefined)	·	-3	0%	128%[activator]	-2%	2%	-25%
CCOC(=O)N1CCC(NC(=O)CN(c2ccc(C(C)C)cc2)S(=O)(=O)c2c(C)nn(C)c2C)CC1	-6	-2	6%	?	3%	-2%	?
O=C(Nc1cc(N2CCOCC2)ncn1)NC1(C(F)(F)F)Oc2ccc(Cl)cc2O1 (centres undefined)	-5	45*	·	7%	0%	·	?
